TGFb inhibitor – inhibitors of TGF-b signaling | HepG2 CAGA-GFP TGF-b/SMAD3 reporter, GFP fluorescence, 18 h; TGF-beta stimulated, 500 pg/mL final | Potency, µM (titrated, usually from 46.1 µM), without a hit: at the top dose activity, negative = inhibition, most hits filed as inhibitors | actives 1.2% (n = 410,000) | AID 588855; also: potency is read from the fitted curve at half-maximal effect; % is scaled to controls: 0 for no effect and ±100 for the full control effect; nearly all actives have a fitted effect of over 65% in size
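TGF-beta reporter screen: HEPG2 CAGA-GFP, 1% FBS, 500 pg/mL TGF-beta final, 18 h; per-cell GFP summed per well; curves fitted and categorized by class.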
CCT chaperon mod – cytosolic chaperonin activity modulation; activity change, % (test concentration not listed), hits read low; purified chaperonin ATPase assay, HTRF ADP detection, 30 min; AID 651819; actives 0.3% (n = 360,000); in the data active = activity change below about -30%; also: % is scaled to controls: 0 for no effect and ±100 for the full control effect
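Enzyme 40 or 20 nM (batch-dependent) in Tris pH 7.4/KCl/MgCl2/DTT; cpd 76 uM single point; ATP 10 uM; 30 min 37 °C; Transcreener ADP HTRF detection, 30 min RT; ratio 665/615.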
HepG2 viability – kills HepG2 cells in TGF-b inhibitor counter-screen | HepG2 CAGA-GFP viability, ATP luminescence, 18 h | Potency, µM (top dose mostly 46.1 µM), for the others: top-dose activity change, negative = cytotoxicity, usual class: cytotoxic | actives 0.76% (n = 410,000); also: potency is read from the fitted curve at half-maximal effect; some results filed as inactive show a strong effect at the top dose
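CellTiter-Glo luminescence gave cytotoxicity after 18 hours at 37 degrees C. The cells were HepG2 CAGA-GFP in 1% FBS DMEM, stimulated with 500 pg/mL TGF-beta after compound addition. %Activity was normalised to no-cell wells (complete cell-killing) and DMSO (no toxicity), and curves were fitted and classified.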
A549 tox – kills or reduces viability of A549 cells in Nrf2 counter-screen; actives 0.16% (n = 390,000); Potency, µM (doses to about 46 µM), inactives show at the highest dose activity change, negative = cytotoxicity, hits mostly inhibitors; A549 ARE-Fluc cells, CellTiter-Fluor viability, 18-24 h; also: potency is read from the fitted curve at half-maximal effect; % is scaled to controls: 0 for no effect and ±100 for the full control effect
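A549 ARE-Fluc cells in 5% FBS OPTI-MEM, 5000 cells/well, rested 2 h then exposed to compounds in concentration-response for 18-24 h at 37 °C. Viability by CellTiter-Fluor fluorescence (Ex 405/Em 525) after 30 min; luciferase luminescence (BugLite, 15 min, RT) read afterwards.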
MmCpn inh – M. maripaludis TRiC chaperonin inhibition; purified Mm-Cpn ATPase, ADP Transcreener TR-FRET; AID 504842; Potency, µM (doses to about 76.9 µM), without a hit: top-dose activity, negative = inhibition, most hits filed as inhibitors; actives 0.031% (n = 330,000); also: potency is read from the fitted curve at half-maximal effect; % is scaled to controls: 0 for no effect and ±100 for the full control effect; nearly all actives have a fitted effect of over 80% in size
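ATPase turnover read by TR-FRET ADP competition (Eu cryptate antibody/ADP-d2, 665/590 nm): 10uM ATP final, 25nM Mm-CPN final, 30 min 37degC after 10-min compound preincubation, pH 7.4 Tris/KCl/MgCl2/DTT buffer.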
Nrf2 activator – activators of Nrf2 (ARE) signaling; AREc32 ARE-luciferase reporter (MCF7-derived line), luminescence, 24 h; Potency, µM (series often up to 46.1 µM), inactives show at the top dose activation, usual class: activators; actives 0.31% (n = 410,000); also: potency is read from the fitted curve at half-maximal effect; % of control where 0% means no effect; nearly all actives have a fitted effect of over 65% in size
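Quantitative high-throughput format: AREc32 reporter cells, 1000 per well, received compound by pin transfer and were incubated 24 hr at 37 deg C, 5% CO2, before Steady-Glo luminescence detection.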
Akt phos inh – inhibitors of Akt phosphorylation; Neuro2A IGF-stimulated pAkt S473 HTRF, 20 min; hits give low values; activity change, % for hits at 50 µM; actives 0.32% (n = 360,000); in the data active = activity change below about -80%; inconclusive = mostly about -51% to -80%; also: % is scaled to controls: 0 for no effect and ±100 for the full control effect
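Single-point screen (50 µM final compound) in Neuro2A cells stimulated 20 min with 6 nM IGF at 37 deg C. After lysis, Ser473-phosphorylated Akt read by HTRF (ex 330 nm, em 615/665 nm) as the 665/615 ratio.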
Nrf2 block – blocks Nrf2 signaling; A549 ARE-Fluc reporter, luciferase luminescence, 18-24 h; Potency, µM (doses to about 46 µM), for inactives: at the top dose activity change, negative = inhibition, most hits filed as inhibitors; actives 2.1% (n = 360,000); also: potency is read from the fitted curve at half-maximal effect; % is scaled to controls: 0 for no effect and ±100 for the full control effect; nearly all actives have a fitted effect of over 60% in size
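Concentration-response testing used A549 ARE_Fluc cells at 5000 cells/well. Following an 18-24 h compound incubation, viability was read by fluorescence (Ex 405/Em 525) and luciferase output by luminescence.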
S2 tox – reduces viability in counter-screen for ATXN expression inhibitors; S2 cells (HEK-293 line with an ATXN2-luciferase reporter) viability, CellTiter-Fluor protease fluorescence, 24 h; Potency, µM (top dose mostly 56.7 µM), most hits filed as cytotoxic; actives 0.49% (n = 400,000); AID 651635; also: potency is read from the fitted curve at half-maximal effect; nearly all actives have a fitted effect of over 40% in size
* marks the source's active call; other numbers are inactive results; i = inactive; ? = inconclusive; . = not tested or not shown; [ ] = another dose, or the depositor's remark. Unless noted, calls follow the shape of the dose curve; as a rule, active = well fitted curve in the direction sought with a large enough effect; inconclusive = small, poorly fitted or top-dose-only effect, or another doubt; inactive = no such curve, though single readings can be large; an effect the other way counts as inactive or inconclusive.

mol	TGFb inhibitor	CCT chaperon mod	HepG2 viability	A549 tox	MmCpn inh	Nrf2 activator	Akt phos inh	Nrf2 block	S2 tox
Cc1cc(C)c(C(=O)NCC2CCCO2)c(C)c1C(=O)NCC1CCCO1 (centres undefined)	34%[activator]	-2.3	11%	-1%	2%	-0.2%	i	-3%	i
CC(NC(=O)Cc1ccc(NC(=O)N2CCCCc3ccccc32)cc1)c1ccccc1 (centres undefined)	-4%	.	-6%	-4%	.	-0.2%	.	28%	?
CC(NC(=O)C1CCN(c2nnc(N3CCCC3=O)s2)CC1)c1ccccc1 (centres undefined)	12%	0.9	3%	-13%	-4%	0.1%	i	-7%	i
COc1ccc(C(=O)NC2CCN(C(=S)NCCc3ccccc3)CC2)cc1	-1%	-1.4	-16%	1%	4%	2.9%	i	?	?
O=C(NCc1ccc(F)cc1)C1CCCN1C(=O)Nc1ccccc1 (centres undefined)	-15%	0.5	2%	-4%	-1%	-0.5%	i	12%	i
Cc1nc(SCc2ccc([N+](=O)[O-])cc2)nc2ccccc12	-1%	0.3	-14%	-12%	3%	0.0%	i	-24%	i
Cc1cc(OCCn2ccnc2)cc(C(C)C)c1	0%	-2.5	-7%	1%	0%	-0.2%	i	0%	i
Cc1cc(NC(=O)c2ccoc2C)ccc1Br	16µM*	1.7	-51%	0%	-1%	9.4%	i	?	i
CCCOc1ccc(-c2nc(N3CCN(C)CC3)c3ccccc3n2)cc1	?	0.1	-55%	1%	-8%	11%	i	?	i
COc1cc(C2NC(=O)NC(C)=C2C(C)=O)ccc1O (centres undefined)	13%	1.8	17%	7%	2%	-0.7%	i	-3%	i
O=C(CCC(=O)NNC(=O)c1ccc(Cl)cc1Cl)NCc1ccccc1	-23%	-1.1	-18%	4%	-1%	0.9%	i	20%	i
Cc1[nH]ccc(=O)c1Cc1c(Cl)cccc1Cl	0%	-1.3	0%	-5%	0%	-0.5%	i	7%	i
CC(C)C(=O)NNC(=O)c1csc(CS(=O)(=O)c2ccc(Cl)cc2)n1	8%	-15	0%	8%	3%	-0.5%	i	-7%	i
Cc1cc(Br)ccc1NC(=O)CN(C)Cc1cccs1	-9%	0.9	7%	-20%	2%	3.0%	i	?	?
CCCn1cnc2c(SCCc3ccccc3)nc(N)nc21	?	0.5	-24%	-1%	.	3.6%	i	?	i
Cc1ccc(C)c(S(=O)(=O)N2CCN(C(=O)CCc3c[nH]c4ccccc34)CC2)c1	-4%	0.0	-16%	0%	2%	0.0%	i	-17%	i
CC1=CSC2=NS(=O)(=O)CCN12	15%	-1.4	5%	0%	-2%	-0.3%	i	-6%	i
CCOc1ccc(/C=N/NC(=O)Cc2ccccc2)cc1CN1CC2CC(C1)c1cccc(=O)n1C2 (centres undefined)	-7%	-1.7	-11%	-9%	-1%	5.5%	i	.	i
COc1ccc(CNC(=O)Cn2cc(C)c(=O)[nH]c2=O)cc1	17%	-0.2	1%	2%	.	-0.4%	i	-8%	i
COc1cc(C(=O)OCc2cc(=O)n3nc(C4CCCCC4)sc3n2)cc(OC)c1OC	4%	.	2%	6%	.	0.4%	.	-5%	i
Cc1ccc(C(=O)O)cc1N1C(=O)c2cccc3c([N+](=O)[O-])ccc(c23)C1=O	?	-0.4	-12%	-1%	0%	?	i	3%	.
COc1ccc(C(C)=O)cc1CN1C(=O)NC2(CCCCCC2)C1=O	-6%	2.9	-17%	1%	0%	-0.1%	.	29%	.
Cc1cc(N2CCN(S(=O)(=O)c3ccc(Cl)c(Cl)c3)CC2)c2ccccc2n1	?	0.8	-43%	-3%	1%	0.8%	i	23µM*	i
CC(C)OCCCNC(=O)C1CCC(CNS(=O)(=O)c2cccc3nsnc23)CC1 (centres undefined)	-24%	-3.4	-1%	-2%	1%	-1.0%	i	3%	i
Cc1ccc(Nc2nc3ccc(Cl)cc3n3cnnc23)cc1F	?	-3.5	-18%	10%	0%	-0.1%	i	?	i
COc1ccccc1NC(=O)c1c(NC(=O)Cc2ccccc2)sc2c1CCC(C(C)(C)C)C2 (centres undefined)	-11%	.	1%	2%	.	-0.3%	.	11%	i
Cc1cccc(N2C(=O)c3cccnc3C2=O)c1	7%	-0.9	-1%	2%	-2%	0.5%	i	-2%	i
O=[N+]([O-])c1ccc(/C=N/n2c(COc3ccccc3)n[nH]c2=S)cc1	0%	-0.9	-17%	-7%	1%	3.1%	i	?	i
COc1ccc(CN=C2NN=C(c3cccc(OC)c3)CS2)cc1	-11%	-1.4	-12%	3%	0%	3.5%	i	9%	i
CC(C)C[C@H](NC(=O)N1CC(=O)Nc2ccccc21)C(=O)N[C@@H](Cc1ccccc1)C(=O)O	16%	-2.1	-12%	7%	-2%	-0.7%	i	-11%	i
Cn1cc(CNCC2CCCO2)c(-c2ccc(Oc3ccccc3)cc2)n1 (centres undefined)	-28%	-0.5	-38%	2%	-2%	2.5%	i	8%	i
COc1ccccc1C1CCN(Cc2ccc(C)cc2)CC1	?	1.4	-1%	-7%	0%	-0.1%	i	-2%	i
Cc1cc(-c2nnc(SCC(=O)Nc3ccc(F)cc3F)n2N)n[nH]1	0%	-1.9	-2%	2%	-4%	-0.8%	i	-5%	i
CC(=O)Nc1ccc(OCC(O)CN2C(C)CCCC2C)cc1 (centres undefined)	-1%	-0.6	1%	6%	-1%	-0.2%[9.22 µM]	i	-2%	i
COc1ccccc1NC(=O)CSC1=Nc2ccccc2C2=NC(CCC(=O)NCc3cccs3)C(=O)N12 (centres undefined)	-22%	.	-28%	-6%	.	6.5%	.	.	.
COC(=O)COc1cccc2c(=O)n(CC(=O)N3CCC(C)CC3)ccc12	-23%	2.7	4%	3%	-1%	0.3%	i	-2%	i
CCNc1nc(C(=O)O)nc(N2CCOCC2)n1	14%	2.9	1%	2%	1%	0.4%	i	0%	i
Cc1ccc2cc(NC(=O)CC(CC(=O)O)c3ccccc3)ccc2n1 (centres undefined)	-2%	-2.3	12%	-2%	-1%	-0.8%	i	5%	i
COc1ccc(N2CCN(C(=O)CCC(=O)N3CC(C)Oc4ccccc43)CC2)cc1 (centres undefined)	-12%	-1.5	-35%	0%	0%	-1.1%	i	-18%	i
CCCCCCSc1cc(-c2nc3cnccn3c2NCCCC)ccc1OC	?	-1.5	-112%	-2%	-7%	-1.8%	i	?	.
Cc1nn(C2CCS(=O)(=O)C2)c(Cl)c1/C=C/C(=O)OCC(=O)c1cc(C)n(-c2ccc(F)cc2)c1C (centres undefined)	-27%	-0.9	-23%	10%	1%	0.5%	i	21µM*	i
CC(=O)Nc1cc(-c2ccccc2N(C)C)cn2c(-c3ccc(F)c(Cl)c3)cnc12	?	0.0	-44%	.	.	-0.4%	i	.	?
COc1cc(C2Nc3ccccc3-c3nnc(SCc4ccc(C)cc4)nc3O2)cc(OC)c1O (centres undefined)	21%	.	-5%	7%	.	0.1%	.	13%	i
O=C(NCc1ccco1)c1cccc2c(-c3ccc(F)c(F)c3)coc12	26%	1.2	-14%	.	.	10%	i	.	i
COC(=O)CCC(=O)OC1(C)C(=O)C=C2C=C(C3CC3)N(Cc3ccc(OC)cc3)C=C2C1=O (centres undefined)	28%	-3.2	2%	-6%	2%	0.6%	i	-4%	i
Cc1ccc(-c2nnc(SCC(=O)N3CC(C)CC(C)C3)o2)cc1C (centres undefined)	-4%	0.8	-2%	5%	1%	0.2%	i	-11%	?
Cc1ccnc(NC(=O)c2ccc(S(=O)(=O)N3CCCCC3)cc2)c1	-2%	1.5	-12%	-2%	-1%	-0.2%	i	?	i
O=C(Nc1ccc2c(c1)OCO2)c1ccc(CO)cc1	2%	1.6	6%	3%	0%	-1.2%	i	28%	i
CCOC(=O)C(CC)Sc1ccc2nnc(-c3ccc(F)cc3)n2n1 (centres undefined)	-11%	.	-27%	2%	.	.	.	1%	.
COc1ccc(Cl)cc1NC(=O)CN1CCCCCC1	13%	-4.9	-1%	10%	-2%	0.2%	i	8%	i
Cc1ccc(C)c(NC(=O)/C(C#N)=C/c2ccc(C(C)C)cc2)c1	?	.	-2%	2%	.	5.3%	.	-23%	i
Cc1ccccc1C(=O)Nc1ccc2c(c1)C(=O)NC2=O	?	-3.4	-34%	-1%	-11%	-0.5%	i	13%	i
O=C(Cn1cnc2c(nnn2Cc2ccc(F)cc2)c1=O)Nc1cccc(F)c1	6%	-1.3	-1%	3%	3%	0.4%	i	16%	i
COc1cccc(NC(=O)CN(C)C(=O)c2ccc(N3CCOCC3)c([N+](=O)[O-])c2)c1	-11%	-1.3	-16%	0%	1%	0.1%	i	3%	i

Looked up by structure from above:
mol	TGFb inhibitor	CCT chaperon mod	HepG2 viability	A549 tox	MmCpn inh	Nrf2 activator	Akt phos inh	Nrf2 block	S2 tox
CCCCCCSc1cc(-c2nc3cnccn3c2NCCCC)ccc1OC	?	-1.5	-112%	-2%	-7%	-1.8%	i	?	.
Cn1cc(CNCC2CCCO2)c(-c2ccc(Oc3ccccc3)cc2)n1 (centres undefined)	-28%	-0.5	-38%	2%	-2%	2.5%	i	8%	i

Marked active in TGFb inhibitor, among the entries above:
mol,TGFb inhibitor,CCT chaperon mod,MmCpn inh,Nrf2 activator,Akt phos inh
Cc1cc(NC(=O)c2ccoc2C)ccc1Br,16µM*,1.7,-1%,9.4%,i

Screening data as filed in PubChem BioAssay.
